High-throughput results: PubChem BioAssay, National Center for Advancing Translational Sciences (NCATS)
Glioma ERSR ind: ER stress response induction in glioma. actives 0.02% (n = 420,000). Potency, µM, inactives show top-dose activation, most hits filed as activators. U87-MG GRP78 promoter luciferase reporter, 16 h; note: potency is the fitted concentration of half-maximal effect; series mostly up to about 76 µM; % of control where 0% means no effect; nearly all actives have a fitted effect of over 35% in size
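Stably transfected U87-MG human glioma cells carrying a GRP78-based luminescent sensor were seeded at 1000 cells/well, pin-dosed with compounds and incubated 16 h. Luciferase reagent was then added, and end-point luminescence was read after 10 min at room temperature.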
D1 PAM: enhances dopamine response at the human D1 receptor. potentiation, % at 10 µM. actives 0.036% (n = 360,000). P21728. AID 504651. HEK293 TREx D1 cells, calcium flux, dopamine EC20 potentiation; in the data active = potentiation above about 30%; note: 0% is about no effect
D1 antag: antagonists of human D1 dopamine receptor. P21728. HEK293 TREx D1 cells, calcium flux, dopamine EC80; stronger effect = lower value. activity change, negative = inhibition, % at 10 µM. actives 3.2% (n = 360,000). AID 504652; in the data active = activity change below about -30%; note: % is set by controls: 0 for no effect and ±100 for the full control effect
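Calcium flux readout: force-coupled, inducible Hek293 Trex D1 line, cells induced overnight at 30 C with tetracycline, dye-loaded 30–90 min at RT. Antagonism scored against EC80 dopamine challenge given 180 s after compound.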
D1 agonist: activates the human D1 dopamine receptor | P21728 | HEK293 T-REx D1 cells, calcium flux, agonist mode | activation, % at 2 µM | actives 1% (n = 360,000) | AID 504660; in the data active = activation above about 30%; note: 0% is about no effect
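Inducible HEK293 T-REx D1 cells, force-coupled to calcium signalling, were plated at 4000 cells/well with tetracycline and held overnight at 30 C. After no-wash calcium dye loading, compound-evoked calcium rise over 180 s flagged agonists.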
LDHA block: LDHA (human) enzyme inhibition. P00338. purified LDHA, NADH/diaphorase-resazurin fluorescence; stronger effect = lower value. activity change, % (values are at about 110 or 230 µM). actives 0.15% (n = 480,000). AID 1347041; in the data active = activity change below about -30%; inconclusive = mostly about -25% to -30%;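 note: plate controls were DMSO wells for no effect and wells without enzyme for full effect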
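Remaining NADH was detected by diaphorase (0.133 mg/mL) converting 37 µM resazurin to fluorescent resorufin, read at 0 and 20 minutes. The preceding 5-minute room-temperature reaction used 2 nM LDHA, 0.2 mM sodium pyruvate and 0.06 mM NADH at pH 7.4.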
Vif-A3G inh: blocks the Vif interaction with human APOBEC3G. Potency, µM (titrated, usually from 46.1 µM), without a hit: at the top dose activity, negative = active, usual class: inhibitors. actives 0.076% (n = 410,000). HeLa A3G-eYFP + Vif (tagged APOBEC3G with the HIV-1 protein that degrades it), YFP fluorescence, overnight. Q9HC16;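 note: potency is the fitted concentration of half-maximal effect; % is set by controls: 0 for no effect and ±100 for the full control effect; nearly all actives have a fitted effect of over 60% in size; hits raise eYFP signal because A3G escapes Vif-driven loss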
Target sequence (Q9HC16 whole entry, looked up): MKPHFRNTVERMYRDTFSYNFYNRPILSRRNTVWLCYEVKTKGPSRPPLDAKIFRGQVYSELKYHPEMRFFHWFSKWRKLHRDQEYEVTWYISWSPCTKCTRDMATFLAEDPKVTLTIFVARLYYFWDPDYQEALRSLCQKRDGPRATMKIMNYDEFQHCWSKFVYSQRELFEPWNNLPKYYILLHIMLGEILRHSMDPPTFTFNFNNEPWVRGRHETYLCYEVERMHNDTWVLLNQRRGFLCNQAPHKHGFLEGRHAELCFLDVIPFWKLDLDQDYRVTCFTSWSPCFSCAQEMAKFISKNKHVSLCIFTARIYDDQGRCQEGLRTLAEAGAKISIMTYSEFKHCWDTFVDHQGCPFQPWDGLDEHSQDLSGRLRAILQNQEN
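Read-out is eYFP fluorescence (Ex 488/Em 500-530) from Vif-expressing HeLa A3G-eYFP cells; more signal means A3G escaped Vif-mediated degradation. Cells plated overnight, compound pinned in, incubated overnight at 37 deg C.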
Vif-APOBEC3F blk: Vif-A3F binding inhibition. actives 0.2% (n = 390,000). Potency, µM (doses to about 46.1 µM), for the others: top-dose activity, negative = active. HeLa A3F-eYFP + Vif (tagged APOBEC3F with the HIV-1 protein that degrades it), YFP fluorescence increase. AID 602313; note: potency is the fitted concentration of half-maximal effect; % of control where 0% means no effect; nearly all actives have a fitted effect of over 65% in size
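HeLa cells stably expressing A3F-eYFP plus Vif, plated and incubated overnight at 37 deg C, then exposed to compounds overnight at 37 deg C. Blocked degradation read as raised yellow fluorescence (Ex 488/Em 500-530).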
D2 potentiator: positively modulates the human D2 dopamine receptor allosterically | P14416 | HEK293 T-REx D2, calcium flux, EC20 dopamine potentiation | potentiation, % at 10 µM | actives 0.34% (n = 340,000) | AID 485347;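 active = potentiation over 3 SD above the plate norm, cut at about 30% in these data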; note: 0% is about no effect
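Potentiation of an EC20 dopamine calcium response measured kinetically over 180 s, after a preceding 180 s compound-only read flagging agonists. Cells: inducible Hek293 Trex D2 line, 4000/well, cultured overnight at 30 C before dye loading.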
RXFP1 agonist: activates the human relaxin receptor RXFP1; Q9HBX9; HEK293T-RXFP1 cAMP TR-FRET, 30 min; response scale: percent of porcine relaxin response, buffer zero; Potency, µM (titrated, usually from 57.5 µM), inactives show top-dose activation, actives largely listed as activators; actives 0.3% (n = 370,000); AID 2676; note: potency is the fitted concentration of half-maximal effect; % is set by controls: 0 for no effect and ±100 for the full control effect; nearly all actives have a fitted effect of over 60% in size; many of its hits are not listed in these tables
Target sequence (Q9HBX9 whole entry, looked up): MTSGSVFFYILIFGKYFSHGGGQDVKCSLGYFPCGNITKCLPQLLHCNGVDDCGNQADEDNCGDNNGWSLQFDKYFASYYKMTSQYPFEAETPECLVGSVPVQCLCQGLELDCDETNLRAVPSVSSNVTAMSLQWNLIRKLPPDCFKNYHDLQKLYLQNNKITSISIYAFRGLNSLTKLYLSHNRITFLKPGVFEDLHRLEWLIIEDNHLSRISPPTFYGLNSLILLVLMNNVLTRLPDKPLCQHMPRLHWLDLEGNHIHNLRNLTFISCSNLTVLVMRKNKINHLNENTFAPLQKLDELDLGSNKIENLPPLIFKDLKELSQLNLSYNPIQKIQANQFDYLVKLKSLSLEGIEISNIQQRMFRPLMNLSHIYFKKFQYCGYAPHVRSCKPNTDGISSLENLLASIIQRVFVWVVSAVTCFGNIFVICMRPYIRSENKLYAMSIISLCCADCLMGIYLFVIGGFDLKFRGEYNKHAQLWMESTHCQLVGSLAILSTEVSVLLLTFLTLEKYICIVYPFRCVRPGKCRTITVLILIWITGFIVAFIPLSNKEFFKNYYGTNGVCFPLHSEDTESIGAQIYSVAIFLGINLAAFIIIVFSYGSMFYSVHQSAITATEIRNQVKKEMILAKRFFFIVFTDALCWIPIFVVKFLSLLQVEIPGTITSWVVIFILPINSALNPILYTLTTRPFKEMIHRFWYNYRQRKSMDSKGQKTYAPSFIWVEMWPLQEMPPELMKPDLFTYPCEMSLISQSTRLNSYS
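HEK293 cells stably expressing RXFP1, treated 30 min at 37C with compounds plus PDE4 inhibitor Ro 20174; cAMP measured by HTRF TR-FRET. Normalized to buffer and 29 nM porcine relaxin; EC50 by Hill fit.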
* = called active by the depositor; ? = inconclusive; . = not tested or not shown; & = joins results of further samples. Unless noted, calls come from the whole dose curve; as a rule, active = well fitted curve in the direction sought with a large enough effect; inconclusive = small, poorly fitted or top-dose-only effect, or another doubt; inactive = no such curve, though single readings can be large; an effect the other way counts as inactive or inconclusive. This is a subset, so the mix of outcomes need not match the whole.

SMILES	Glioma ERSR ind	D1 PAM	D1 antag	D1 agonist	LDHA block	Vif-A3G inh	Vif-APOBEC3F blk	D2 potentiator	RXFP1 agonist
COc1ccc(C2C(C(=O)c3ccco3)=C(O)C(=O)N2c2nnc(C)s2)cc1 (configuration not stated)	-3%	4	12	20	1	0%	11%	21	?
COc1cccc(/C=N/Nc2ncnc3scc(-c4ccccc4)c23)c1OC	-2%	-5	-4	2	2	1%	-1%	-1	7.7%
COCCCNC(=O)c1ccc(N(C)S(=O)(=O)c2ccc(OC)cc2)cc1	-1%	0	17	0	-8	2%	-5%	7	1.0%
Cc1cc(Nc2cccc(C(=O)O)c2)n2nc(C)nc2n1	-3%	1	11	1	1	3%	-9%	8	0.1%
O=c1c(CN2CCN(Cc3ccccc3F)C(CCO)C2)coc2ccccc12 (configuration not stated)	-4%	-7	16	0	-3	0%	5%	1	2.7%
O=C(COC(=O)COc1ccc(Cl)cc1Cl)NC1CCS(=O)(=O)C1 (configuration not stated)	-5%	.	.	.	-12	-7%	13%	.	.
Cn1ncc2c(Nc3ccc4ccccc4c3)ncnc21	8%	0	0	1	6	-7%	7%	9	3.8%
COc1ccc(C2C(C#N)=C(N)Oc3cc(N)ccc32)cc1 (configuration not stated)	-3%	-4	-3	2	0	-6%	-16%	5	2.8%
CC(=O)Cn1ncc(N2CCOCC2)cc1=O	-4%	-7	.	0	-2	-2%	-17%	9	-1.2%
CCOC(=O)c1ccc(N/C(=N\S(=O)(=O)c2ccc(F)cc2F)c2ccccc2)cc1	-3%	3	26	7	-4	-6%	2%	16	1.6%
COc1ccccc1NC(=O)Nc1cnccn1	-3%	-2	-1	1	-6	-1%	3%	-12	-0.2%
CCOC(=O)c1sc(NC(=O)c2cccc(S(=O)(=O)N3CCc4ccccc43)c2)c(C#N)c1C	-3%	-11	-32*	20	-3	5%	-23%	20	-2.0%
CC(C)(C)c1cc(CCC(=O)NCc2ccccn2)cc(C(C)(C)C)c1O	-4%	2	-9	1	1	0%	-2%	-2	-0.1%
CN1CCN(C(=O)Cn2c(C(F)(F)F)nc3ccccc32)CC1	-4%	0	-13	2	-10	4%	-8%	0	1.7%
COC(=O)c1nc(-n2nc(C)cc2C)ccc1Cl	1%	-6	-4	1	-3	1%	-8%	1	0.6%
Cc1cc(C)nc(/N=C2\NC(=O)CC(C(=O)O)N2c2ccc(F)c(Cl)c2)n1 (configuration not stated)	.	4	-2	0	.	.	.	5	-0.6%
CC(Sc1nnc(CN2CCCC2)n1Cc1ccccc1)C(=O)Nc1ccccc1 (configuration not stated)	-5%	1	10	4	-2	1%	-3%	3	0.8%
CCOc1ccc(CCNC(=O)c2cccc(C#N)c2)cc1OCC	-1%	-1	0	5	-12	0%	3%	-1	1.2%
Cc1ccc(C(=O)Nc2cc(-c3nc4ncccc4o3)ccc2C)c(C)c1	1%	-5	12	-1	0	2%	1%	8	12%
O=S(=O)(NCc1ccccn1)c1ccc(Br)s1	-6%	-7	-21	1	1	-2%	-3%	2	0.4%
CCn1c(=O)c(C(=O)NCc2ccccc2Cl)c(O)c2ccccc21	-1%	-1	16	6	-4	6%	3%	12	6.0%
Cc1cccc(/C(N)=N/OC(=O)COc2ccc(Cl)c(C)c2)c1	-3%	2	2	17	-4	2%	1%	0	-0.7%
COC(=O)c1cnn2c(C(F)(F)F)cc(-c3ccc(F)cc3)nc12	-5%	3	-3	2	-1	-1%	12%	9	2.6%
O=C(CSc1nc2c(c(=O)[nH]1)CN(Cc1ccc3c(c1)OCO3)CC2)Nc1cccc(Cl)c1	-1%	-2	-5	1	-6	1%	-8%	6	-2.9%
C=CCC[C@@H](Cc1ccc(F)cc1)C(=O)OC[C@@H](Cc1c[nH]c2ccccc12)NC(=O)[C@@H](CC=C)CC(=O)NCCO	-3%	.	.	.	4	-10%	8%	.	.

Whole records as entered above:
`Cc1cc(Nc2cccc(C(=O)O)c2)n2nc(C)nc2n1` reads Glioma ERSR ind: -3%; D1 PAM: 1; D1 antag: 11; D1 agonist: 1; LDHA block: 1; Vif-A3G inh: 3%; Vif-APOBEC3F blk: -9%; D2 potentiator: 8; RXFP1 agonist: 0.1%
`CC(=O)Cn1ncc(N2CCOCC2)cc1=O` reads Glioma ERSR ind: -4%; D1 PAM: -7; D1 antag: .; D1 agonist: 0; LDHA block: -2; Vif-A3G inh: -2%; Vif-APOBEC3F blk: -17%; D2 potentiator: 9; RXFP1 agonist: -1.2%
`COC(=O)c1nc(-n2nc(C)cc2C)ccc1Cl` reads Glioma ERSR ind: 1%; D1 PAM: -6; D1 antag: -4; D1 agonist: 1; LDHA block: -3; Vif-A3G inh: 1%; Vif-APOBEC3F blk: -8%; D2 potentiator: 1; RXFP1 agonist: 0.6%

Five entries out of the list above, sorted by their value in D2 potentiator, descending.
Molecule | D1 PAM | D1 antag | D1 agonist | LDHA block | Vif-A3G inh | Vif-APOBEC3F blk | D2 potentiator
CCOC(=O)c1ccc(N/C(=N\S(=O)(=O)c2ccc(F)cc2F)c2ccccc2)cc1 | 3 | 26 | 7 | -4 | -6% | 2% | 16
CC(=O)Cn1ncc(N2CCOCC2)cc1=O | -7 | . | 0 | -2 | -2% | -17% | 9
Cc1cc(Nc2cccc(C(=O)O)c2)n2nc(C)nc2n1 | 1 | 11 | 1 | 1 | 3% | -9% | 8
COc1ccc(C2C(C#N)=C(N)Oc3cc(N)ccc32)cc1 (configuration not stated) | -4 | -3 | 2 | 0 | -6% | -16% | 5
CCOc1ccc(CCNC(=O)c2cccc(C#N)c2)cc1OCC | -1 | 0 | 5 | -12 | 0% | 3% | -1

Further results:
SMILES	Glioma ERSR ind	D1 PAM	D1 antag	D1 agonist	LDHA block	Vif-A3G inh	Vif-APOBEC3F blk	D2 potentiator	RXFP1 agonist
CCC1CCCCN1C(=O)c1cc(COc2ccc3ncccc3c2)on1 (configuration not stated)	-2%	-4	-42*	12	3	-6%	-13%	7	3.1%
CN(C)CCCNS(=O)(=O)c1ccc(N2CCN(Cc3ccc4c(c3)OCO4)CC2)c([N+](=O)[O-])c1	3%	.	-8	9	?	2%	-2%	-4	-0.2%
O=C(CCNC(=O)c1ccco1)Nc1ccccc1OC(F)F	-3%	.	3	3	-6	1%	-18%	-4	-3.2%
O=C1OCCN1C(=O)[C@H]1[C@H](c2ccc(F)cc2)C(c2ccc(F)cc2)=NN1c1ccc(Br)cc1	-3%&-4%	-5	22	4	1	-2%	-1%	-3	0.2%
Cc1ccc(C)n1-n1c(C)nc2sc(-c3ccccc3)cc2c1=O	-4%	0	24	4	1	-5%	3%	1	-0.1%
O=C1N=C(C=c2ccc(=Cc3[nH]c(=O)[nH]c3O)cc2)C(=O)N1	.	6	2	2	.	.	.	7	0.1%
Cc1cc(C)cc(C(=O)NC(=S)Nc2ccc(-c3cc4ccccc4oc3=O)cc2)c1	-14%	-10	-57*	0	0	1%	?	-7	5.8%
O=C(Nc1nccs1)c1cn(-c2ccccc2)nc1-c1ccccc1	-2%	-4	0	4	-4	-20%	-4%	-1	0.4%
CC(=O)c1ccc(S(=O)(=O)N2CCn3cccc3C2C)cc1 (configuration not stated)	-2%	-1	0	2	3	-2%	1%	3	-0.4%
CCN(c1ccccc1)S(=O)(=O)c1ccc(NC(=O)c2nc(SC(C)C)ncc2Cl)cc1	-2%	1	10	1	-5	0%	0%	15	-1.4%
COc1ccccc1NC(=O)Cn1cc(C#N)c2ccccc21	-2%	-5	1	3	-7	2%	0%	-4	0.8%
CCOC(=O)c1cccnc1SCC(=O)N(C)c1ccccc1	0%	1	-44*	5	-14	0%	-3%	2	0.8%
O=C(/C=C/c1cccc([N+](=O)[O-])c1)NCCSCc1ccco1	-1%	-2	-27	3	-7	0%	10%	1	-0.6%
O=C(O)c1ccccc1C(=O)Nc1ccc(Nc2ccccc2)cc1	-2%	.	.	.	-3	-1%	0%	.	.
O=C(CSc1nc2ccccc2nc1Cc1ccc(Cl)cc1)Nc1ccc2c(c1)OCO2	-2%	1	-5	-1	4	3%	-4%	-3	0.7%
O=C(NCc1cccs1)c1nn(-c2ccccc2F)nc1CO	-2%	0	-1	0	15	7%	1%	16	5.1%
O=C(Cc1ccccc1)NNC(=O)C1CCCC1	-1%	3	-2	2	-11	2%	3%	-7	1.1%
Cc1ccc(CSCC(=O)N(CCC(C)C)c2c(N)n(Cc3ccccc3)c(=O)[nH]c2=O)cc1	-4%	-5	4	2	-6	?	?	2	0.3%
O=C(CSc1ccc(-c2ccco2)nn1)Nc1ccccc1	4%	6	-24	4	-3	0%	2%	5	-2.0%
Cc1cc(C(=O)NNC(=O)COc2c(C)cc(Br)cc2C)n[nH]1	-4%	0	2	2	-2	-10%	-15%	.	-0.7%
C/C(=N\NC(=O)c1cc(C)[nH]n1)c1cccs1	-10%	-7	-14	1	-7	2%	12%	-4	1.1%
COCCCNC(=O)c1ccccc1N(Cc1ccccc1)S(=O)(=O)c1ccccc1	1%	-4	8	3	-1	0%	-1%	3	-2.4%
CN(C)c1nc(Nc2ccccc2)nc(Oc2ccc(=O)[nH]n2)n1	-6%	-7	2	-1	-8	0%	4%	-1	-0.1%
COCCn1c(SCC(=O)NC2CCCC2)nnc1-c1ccco1	-3%	-2	-1	3	-3	0%	6%	-6	0.0%
COC(=O)C(O)(NC(=O)c1ccncc1)C(F)(F)F (configuration not stated)	-2%	-3	12	2	-9	0%	-1%	-1	-1.5%
CCCCCn1c(=O)[nH]c2cc(C(=O)N3CCN(c4cccc(Cl)c4)CC3)ccc2c1=O	-4%	1	13	1	4	0%	3%	8	2.7%
N#Cc1ccc(C(=O)NCC2CCCCC2)cc1	6%	-5	-11	1	0	-2%	3%	1	3.8%

Pulled by compound from the list above (2):
SMILES	Glioma ERSR ind	D1 PAM	D1 antag	D1 agonist	LDHA block	Vif-A3G inh	Vif-APOBEC3F blk	D2 potentiator	RXFP1 agonist
CC(Sc1nnc(CN2CCCC2)n1Cc1ccccc1)C(=O)Nc1ccccc1 (configuration not stated)	-5%	1	10	4	-2	1%	-3%	3	0.8%
O=S(=O)(NCc1ccccn1)c1ccc(Br)s1	-6%	-7	-21	1	1	-2%	-3%	2	0.4%
